# Source: PubChem BioAssay (several laboratories)
# Rac1 GTP hydrolysis – MgcRacGAP GTPase-activating activity inhibitors, confirmation, biochemical, ADP Hunter fluorescence; MgcRacGAP-stimulated Rac1 GTP hydrolysis, ADP Hunter fluorescence; higher % means a stronger effect; GST-tagged Rac1 F28L mutant substrate; one-dose inhibition, % at 30 µM; IC50 in µM for titrated hits; 340,000 compounds, 0.6% hits; AID 624330;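 active = first-screen hits whose inhibition reached a set limit at any dose in the follow-up dose series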;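 note: fluorescence reports GDP produced by GAP-driven GTP hydrolysis; strong numbers were not always called active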
# Myeloid diff MLP – promotes myeloid progenitor differentiation; 360,000 compounds, 1% hits; ER-HoxA9 myeloid progenitors, lysozyme-GFP differentiation, flow cytometry; calls only at 10 µM;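 active = normalized GFP-positive differentiation at or above the plate's own cutoff, the solvent-only control mean plus 3 SD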;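 note: cells exposed to compound for four days before flow analysis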
# HIV peptide binding – inhibitors of HIV fusion peptide binding, primary screen, biochemical, uHTS, fluorescence dequenching (AID 1986). cell-free peptide binding, fluorescence dequenching, 30 min; higher % means a stronger effect. 290,000 compounds, 0.3% hits. one-dose inhibition, % at 20 µM; IC50 in µM for titrated hits; in the data active = inhibition mostly above about 52%, no sharp cut-off; inactive = mostly below about 76%; note: some results filed as inactive read as strong as hits
# GPR55 LPI antagonism – inhibition of LPI-stimulated GPR55 beta-arrestin translocation – imaging, U2OS, beta-arrestin-GFP, LPI agonist, primary screen (AID 2013). U2OS GPR55 beta-arrestin-GFP translocation imaging, LPI antagonism; higher % means a stronger effect. inhibition, % at 10 µM, or IC50 in µM where a hit was titrated. 290,000 compounds, 0.13% hits;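 active = spots per cell inhibited over 60%, with over 100 cells counted and total cytoplasm intensity under 500,000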;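 note: U2OS cells stably carrying GPR55 and arrestin-GFP stimulated by 5 µM LPI near EC80; imaged beta-arrestin-GFP aggregate spots per cell after agonist stimulation; plate controls were LPI-stimulated DMSO wells for no effect and DMSO wells without LPI for full effect; some results filed as inactive read as strong as hits; confirmed hits need IC50 under 10 µM and bright autofluorescent wells are also inconclusive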
# NTR1 agonist – NTR1-driven beta-arrestin-GFP spot formation – imaging, U2OS cells, high content, primary screen (AID 493036); P30989; agonist mode; activation, % at 20 µM; 330,000 compounds, 0.17% hits;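 active = activation at or above 40% of the spot to cytoplasm intensity ratio, with at least 20 cells analyzed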;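 note: 0% = DMSO without peptide and 100% = 100 nM NTR1 peptide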
# Target sequence (P30989 whole entry, looked up): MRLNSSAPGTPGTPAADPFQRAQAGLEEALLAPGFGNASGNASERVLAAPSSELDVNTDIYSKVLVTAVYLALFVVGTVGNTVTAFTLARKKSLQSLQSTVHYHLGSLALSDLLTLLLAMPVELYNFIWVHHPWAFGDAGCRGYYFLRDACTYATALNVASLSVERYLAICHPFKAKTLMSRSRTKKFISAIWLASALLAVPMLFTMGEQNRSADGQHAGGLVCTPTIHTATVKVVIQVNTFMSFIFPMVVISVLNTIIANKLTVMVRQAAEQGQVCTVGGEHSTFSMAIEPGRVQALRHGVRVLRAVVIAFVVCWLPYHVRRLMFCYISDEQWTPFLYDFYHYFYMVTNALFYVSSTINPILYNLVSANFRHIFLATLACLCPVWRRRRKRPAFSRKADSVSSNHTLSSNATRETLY
# Siah-1 displacement – Siah-1 peptide-binding antagonists, primary screen, biochemical, fluorescence polarization, rhodamine-plectin, uHTS (AID 1817) | Siah-1 / rhodamine-plectin peptide fluorescence polarization; higher % means a stronger effect | 290,000 compounds, 0.02% hits | displacement, % at 20 µM, or IC50 in µM where a hit was titrated;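 active = displacement of at least 50% at 20 µM, with a fluorescence ratio check between 0.3 and a set limit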;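 note: plate controls were Siah plus tracer with DMSO for no effect and tracer alone without Siah for full effect; strong numbers were not always called active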
# LYP inhibition – inhibitors of LYP phosphatase, biochemical, fluorescence intensity, uHTS (AID 1779). one-dose inhibition, % at 11.5 µM; IC50 in µM for titrated hits. recombinant LYP phosphatase, fluorescence intensity; higher % means a stronger effect. 290,000 compounds, 0.054% hits; in the data active = inhibition above about 50%;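 note: plate controls were vehicle with enzyme for no effect and no enzyme for full effect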
# GPR35 antagonists – inhibition of zaprinast-stimulated GPR35 beta-arrestin translocation – imaging, U2OS, beta-arrestin-GFP, zaprinast agonist, primary screen (AID 2058); U2OS GPR35 beta-arrestin-GFP translocation imaging, zaprinast antagonism; higher % means a stronger effect; one-dose inhibition, % at 10 µM; IC50 in µM for titrated hits; 290,000 compounds, 0.052% hits;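 active = inhibition of at least 50% with at least 30 cells and total cytoplasm GFP at most 10,000,000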
# PhoP inhibition – PhoP-dependent GFP reporter repression – Salmonella Typhimurium, primary screen (AID 1863); S. Typhimurium PhoP-regulated promoter GFP reporter, 4 h; higher % means a stronger effect; inhibition, % at 50 µM, or IC50 in µM where a hit was titrated; 300,000 compounds, 0.16% hits;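 active = inhibition over 29.93%, a cutoff 3 SD above the screen mean, later confirmed by dose response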;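 note: 0% = low Mg2+ inducing control and 100% = high Mg2+ repressing control; strong numbers were not always called active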
# NTR1 agonist cell count 20 µM – further read-out of NTR1 agonist, marked with its call; cell count; measured here: cell count, cytotoxicity flag
# Myeloid diff MLP GFP+ MAC1+ % – also measured in Myeloid diff MLP; calls as there; GFP+ MAC1+ double positive, %; measured here: differentiation confirmed by MAC1 staining
# Numbers without * were called inactive; i = inactive; . = not tested or not shown.
SMILES,Rac1 GTP hydrolysis,Myeloid diff MLP,Myeloid diff MLP GFP+ MAC1+ %,HIV peptide binding,GPR55 LPI antagonism,NTR1 agonist,NTR1 agonist cell count 20 µM,Siah-1 displacement,LYP inhibition,GPR35 antagonists,PhoP inhibition
Cc1ccc(C(=O)Oc2ccc3ccc(=O)oc3c2)cc1,3%,i,0.4,4.3%,20%,1.3,53,15%,-9%,10%,9%
Cc1cc([N+](=O)[O-])cc2c1NC(=O)C2(O)N1CCCCCC1 (centres undefined),9%,i,1.6,-0.6%,9%,-0.7,70,7%,-4%,-10%,5%
CCOC(=O)c1c(NC(=O)c2cc(CC(C)C)on2)sc(C(C)=O)c1C,9%,i,6.7,-1.1%,-3%,2.0,98,-1%,2%,-6%,-10%
O=Nc1c(-c2cccc([N+](=O)[O-])c2)nc2ncccn12,.,.,.,-2.9%,-5%,2.1,45,-3%,-11%,10%,1%
O=C1CC(c2ccccc2)n2nc(NC(=O)c3cccs3)nc2N1 (centres undefined),7%,i,0.7,-0.7%,2%,-0.1,63,-1%,2%,2%,-1%
FC(F)(F)c1n[nH]c(=S)n1/N=C/c1ccco1,10%,i,1.6,1.8%,-3%,1.6,34,0%,0%,-10%,-6%
CC(=O)N1CCc2cc(C(=O)CN3CCN(c4ccccn4)CC3)ccc21,12%,i,1.0,-1.3%,-11%,1.8,67,1%,-3%,-6%,-1%
CCOc1ccc(CCNC(=O)c2nnn(CC(=O)Nc3c(C)cc(C)cc3C)c2N)cc1OCC,6%,i,7.5,2.4%,4%,0.8,52,3%,-14%,8%,-5%
Cc1cccc(NC2=C(Cl)C(=O)OC2OC(=O)c2ccco2)c1 (centres undefined),8%,i,0.2,3.3%,6%,0.7,50,-3%,-11%,4%,3%
Cc1ccc(NC(=O)Nc2ccccc2CC[N+](=O)[O-])cc1,.,i,0.0,-0.7%,-8%,0.1,96,-3%,-7%,-4%,-9%
CCO/C(C)=C1\N=C(c2ccc(Cl)cc2)OC1=O,3%,i,0.5,0.2%,26%,-0.9,90,4%,-6%,-16%,-1%
COc1ccc(-c2cc(C)no2)cc1S(=O)(=O)NCC(C)c1ccccc1 (centres undefined),-1%,i,0.7,-2.0%,-16%,0.1,62,-8%,-2%,4%,-9%
COC(=O)C1(C(O)C(=O)c2ccc(C)cc2C)CCCCC1 (centres undefined),-8%,i,1.4,1.5%,-2%,-0.8,81,6%,-2%,-3%,-5%
COCCNC(=O)CN(C(=O)CCC(=O)Nc1cc(C)on1)c1cccc(C)c1C,3%,i,0.7,0.0%,7%,1.2,82,6%,-10%,-9%,-11%
O=C(NCCc1ccccc1)C(c1cccs1)N(C(=O)c1csnn1)C1CC1 (centres undefined),5%,i,1.4,1.1%,10%,6.8,98,-1%,-2%,14%,-7%
CC(C)c1ccc(Nc2c([N+](=O)[O-])c(=O)n(C)c3ccccc23)cc1,9%,i,0.8,-1.6%,-1%,2.7,59,-3%,-9%,-2%,2%
O=c1c2ccccc2nnn1Cc1ccccc1,10%,i,0.7,-0.6%,10%,-0.4,73,8%,-2%,-18%,-9%
O=C(C1CCC(CNc2c(N3CCCCC3)c(=O)c2=O)CC1)N1CCCCC1 (centres undefined),4%,i,4.4,2.0%,5%,1.4,96,2%,-10%,0%,3%
COc1ccc(CN2C(=O)c3cccnc3C2Nc2cc(Cl)ccc2OC)cc1 (centres undefined),5%,i,0.9,-3.1%,10%,-0.4,61,17%,-3%,-2%,13%
CCOc1cccc(CNCc2cccnc2)c1OCc1ccccc1,0%,i,0.6,11%,8%,-0.4,60,5%,-7%,8%,-3%
CCc1nnc(NC(=O)Cc2sc(C)nc2-c2ccc(C)cc2)s1,-8%,i,1.6,0.7%,-4%,1.8,48,8%,-11%,-3%,-2%
COc1ccc(S(=O)(=O)N(CCCN2CCOCC2)Cc2ccc(OC)c(OC)c2)cc1,14%,i,0.5,2.8%,-2%,1.4,45,1%,-5%,16%,3%
C=CCn1c(SCC(=O)Nc2ccccc2F)nc2ccccc2c1=O,6%,i,0.6,-0.9%,8%,1.6,64,4%,-6%,7%,12%
COc1cc(C(=O)N2CCN(C)C(C)C2)ccc1OC1CCN(C(C)=O)CC1 (centres undefined),4%,i,0.7,2.4%,3%,0.3,54,2%,-1%,5%,-3%

# Next section; it opens with the 5 that closed the last part.
SMILES,Rac1 GTP hydrolysis,Myeloid diff MLP,Myeloid diff MLP GFP+ MAC1+ %,HIV peptide binding,GPR55 LPI antagonism,NTR1 agonist,NTR1 agonist cell count 20 µM,Siah-1 displacement,LYP inhibition,GPR35 antagonists,PhoP inhibition
CCOc1cccc(CNCc2cccnc2)c1OCc1ccccc1,0%,i,0.6,11%,8%,-0.4,60,5%,-7%,8%,-3%
CCc1nnc(NC(=O)Cc2sc(C)nc2-c2ccc(C)cc2)s1,-8%,i,1.6,0.7%,-4%,1.8,48,8%,-11%,-3%,-2%
COc1ccc(S(=O)(=O)N(CCCN2CCOCC2)Cc2ccc(OC)c(OC)c2)cc1,14%,i,0.5,2.8%,-2%,1.4,45,1%,-5%,16%,3%
C=CCn1c(SCC(=O)Nc2ccccc2F)nc2ccccc2c1=O,6%,i,0.6,-0.9%,8%,1.6,64,4%,-6%,7%,12%
COc1cc(C(=O)N2CCN(C)C(C)C2)ccc1OC1CCN(C(C)=O)CC1 (centres undefined),4%,i,0.7,2.4%,3%,0.3,54,2%,-1%,5%,-3%
COc1cccc(CN2CCNC(=O)C2CC(=O)N2CCCCO2)c1OC (centres undefined),4%,i,0.2,0.2%,6%,0.1,98,-4%,-7%,17%,-3%
Cc1nc(CC(=O)NNS(=O)(=O)c2ccc(F)c(Cl)c2)cs1,12%,i,0.3,2.7%,2%,1.1,46,-1%,-5%,-3%,-7%
Cc1csc(NC(=O)c2cc3c(C)nn(Cc4ccccc4Cl)c3s2)n1,12%,i,1.5,0.6%,4%,8.0,47,1%,-8%,8%,11%
CC1Oc2ccccc2N(CC(=O)c2ccc(F)cc2)C1=O (centres undefined),5%,i,0.7,-0.4%,-14%,-0.8,32,-6%,-2%,16%,-6%
N/C(=N\N=C\c1ccc2c(c1)OCO2)c1nonc1N,6%,i,0.0,-2.4%,-4%,0.5,75,-2%,5%,12%,3%
Cc1cc(N2CCN(C3CCCCC3)CC2)n2nc(C)nc2n1,2%,i,2.8,4.0%,-1%,2.6,39,1%,-3%,-8%,-1%
COc1ccccc1/C=C/C=N/N1CCN(Cc2ccccc2)CC1,-7%,i,0.1,-1.6%,9%,0.5,75,-3%,3%,-4%,0%
O=C(O)CCc1nc(-c2ccccc2)no1,2%,i,0.6,-3.0%,-8%,-1.6,90,6%,0%,9%,-3%
Cn1c(COc2ccccc2)nnc1SCc1cc(=O)[nH]c2ccccc12,8%,i,0.0,0.7%,-6%,-0.2,87,0%,1%,-5%,4%
CCN(Cc1ccccc1)S(=O)(=O)c1ccc(OC)cc1,12%,i,1.4,1.1%,4%,1.1,63,-2%,-6%,9%,-3%
C=CCNC(=S)Nc1nc2c(cc1C(=O)OCC)COC(C)(C)C2,-14%,i,0.4,1.7%,8%,0.5,41,4%,-4%,4%,-15%
O=C(NCc1ccccc1)Nc1cccn(Cc2ccccc2Cl)c1=O,9%,i,0.8,0.7%,7%,-1.2,29,4%,4%,-11%,4%
O=C(Cn1c(SCC(=O)N2CCCc3ccccc32)nc2ccccc21)N1CCCC1,11%,i,6.8,-0.2%,7%,0.8,67,9%,-4%,2%,0%
CCC(C)N(C(=O)COC(=O)c1nc2nc(C)cc(C)n2n1)C1CCS(=O)(=O)C1 (centres undefined),2%,i,0.9,.,.,-1.3,68,.,.,.,-3%
CN(c1ccc(OCC(=O)OCC(=O)Nc2ccccc2)cc1)S(=O)(=O)c1ccc(F)cc1,3%,i,0.3,-1.7%,11%,10,39,7%,-5%,-2%,-4%
O=C(Nc1cc2c(cc1Cl)OCCCO2)c1ccco1,-7%,i,1.1,1.7%,-4%,-0.2,50,-6%,-7%,-2%,-3%
N#Cc1ccc(OCC(O)CN2CCN(C(c3ccccc3)c3ccccc3)CC2)cc1 (centres undefined),6%,i,0.7,-1.2%,3%,1.1,57,-6%,-7%,7%,12%
COc1cc(SC)ccc1C(=O)Nc1ccccc1C#N,0%,i,0.6,-0.4%,3%,2.7,102,4%,3%,5%,4%
NC(=O)[C@@H]1CCNc2c(I)cc([N+](=O)[O-])cc2C(=O)N[C@@H](CO)C(=O)N[C@@H](Cc2ccc(O)cc2)C(=O)N1,.,.,.,0.4%,3%,.,.,-5%,-6%,-8%,3%
Cc1cc(=O)[nH]c(NCCO)n1,2%,i,0.1,1.6%,-9%,2.4,54,-2%,-4%,-14%,-13%
CC1CCCCC1NC(=O)/C(C#N)=C/c1ccc(F)c(F)c1 (centres undefined),-4%,i,0.8,1.4%,12%,7.1,49,6%,5%,-5%,-2%
CCNC(=S)NNC(=O)c1c(Cl)c(C)nn1C,9%,i,0.8,-1.7%,-5%,-1.0,62,1%,-8%,7%,-5%
O=C(NC1CCCCC1)N1CCc2ccccc2C1,2%,i,0.4,-1.1%,12%,-1.5,52,1%,-4%,5%,4%
CCN(CC(=O)Nc1c(F)cccc1F)C(=O)C1CCN(c2ncnc3sc(C)c(C)c23)CC1,7%,i,0.3,.,.,1.3,48,.,.,.,0%
Cc1nc(-c2ccc(NC(=O)C3CC3)cc2)cs1,7%,i,0.6,-2.0%,7%,-0.4,50,3%,-10%,12%,12%
CC(C)c1nnc(NC(=O)CCC(=O)N2CCN(c3ccccc3F)CC2)s1,10%,i,0.8,1.0%,10%,-0.5,62,10%,-12%,-15%,-9%
COc1cc(OC)cc(C(=O)N[C@H](C(=O)OCC(=O)Nc2ccc(F)c(F)c2F)C(C)C)c1,-9%,i,1.0,0.2%,0%,0.4,59,-6%,-3%,-13%,-3%
